CRFBP-R2 block: CRF-BP/CRF-R2 complex antagonism; inhibition, % at 11.8 µM; HEK293 CRF-R2/CRF-BP, CRF-induced calcium fluorescence; 350,000 compounds, 0.59% hits;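 active means inhibition of the ligand-induced calcium signal above about 50% at the single tested concentration, limit read from the data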
UBC9 SUMO inh: SUMOylation inhibition | P63279 | HTRF SUMOylation assay, SAE1/SAE2 + UBC9, in vitro | inhibition, % at 35 µM | 290,000 compounds, 0.36% hits | AID 2006; in the data active means inhibition above about 50%, passing the limit was not always enough; further: strong numbers were not always called active
IMP-1 inh: inhibitors of Pseudomonas aeruginosa IMP-1 metallo-beta-lactamase | purified IMP-1, nitrocefin hydrolysis, epi-absorbance fluorescence | inhibition, % at 5.6 µM | 290,000 compounds, 0.45% hits;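 active means inhibition above the mean plus 3 SD of all compounds in the same screening run, cut at about 4.5% in these data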;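 further: 0% = IMP-1 with DMSO and 100% = DMSO wells lacking enzyme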
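System: purified IMP-1 / Input: IMP-1 dispensed at 0.2 nM / Medium: 50 mM HEPES pH 7.1, 50 µM ZnSO4, 0.05% Brij 35 / Timing: 15 min enzyme–compound preincubation, then 25 min nitrocefin reaction, 25 °C / Technique: plate fluorescence quenching by hydrolysis product, ex 480/em 530 nm / Repeats: singlicate testing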
GalR3 antagonist: human GalR3 antagonism | O60755 | HEK293 GalR3-CNG cAMP membrane potential fluorescence; galR3 body fused to GalR1 C-terminus | inhibition, % at 3 µM | 360,000 compounds, 0.44% hits | AID 651719;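 active means inhibition above the screen-wide average plus 3 SD, cut at about 13% in these data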;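 further: forskolin and galanin both at EC90 stimulate the cells; cAMP rise reported by CNG channel membrane potential dye signal; 0% = forskolin plus galanin with DMSO and 100% = forskolin alone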
IDE inh: inhibits human insulin-degrading enzyme in HEK cells | FAbetaB cleavage, fluorescence polarization | inhibition, % at 5.59 µM | P14735 | 320,000 compounds, 0.41% hits;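 active means percent inhibition above the average of all tested compounds plus 3 SD, set per screening campaign, cut at about 16% in these data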;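 further: IDE supplied by intact live HEK cells; FP after avidin binding of uncleaved biotin substrate so inhibition keeps polarization high; 0% = DMSO wells and 100% = 60 µM reference IDE inhibitor Ii1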
p-CIP stab down: p/CIP protein destabilization. Q05BA5. F442A p/CIP-EGFP cells, EGFP fluorescence, 16 h. decrease of EGFP signal, % at 10 µM. 290,000 compounds, 0.01% hits;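 active means EGFP signal decrease of at least 30% at 10 µM or well 3 SD below plate mean, unless failing retest; inactive means the rest, including hits failing retest or dose response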; further: some compounds called inactive have numbers as strong as hits; many of its hits are not listed in these tables
Target sequence (Q05BA5 1-1403): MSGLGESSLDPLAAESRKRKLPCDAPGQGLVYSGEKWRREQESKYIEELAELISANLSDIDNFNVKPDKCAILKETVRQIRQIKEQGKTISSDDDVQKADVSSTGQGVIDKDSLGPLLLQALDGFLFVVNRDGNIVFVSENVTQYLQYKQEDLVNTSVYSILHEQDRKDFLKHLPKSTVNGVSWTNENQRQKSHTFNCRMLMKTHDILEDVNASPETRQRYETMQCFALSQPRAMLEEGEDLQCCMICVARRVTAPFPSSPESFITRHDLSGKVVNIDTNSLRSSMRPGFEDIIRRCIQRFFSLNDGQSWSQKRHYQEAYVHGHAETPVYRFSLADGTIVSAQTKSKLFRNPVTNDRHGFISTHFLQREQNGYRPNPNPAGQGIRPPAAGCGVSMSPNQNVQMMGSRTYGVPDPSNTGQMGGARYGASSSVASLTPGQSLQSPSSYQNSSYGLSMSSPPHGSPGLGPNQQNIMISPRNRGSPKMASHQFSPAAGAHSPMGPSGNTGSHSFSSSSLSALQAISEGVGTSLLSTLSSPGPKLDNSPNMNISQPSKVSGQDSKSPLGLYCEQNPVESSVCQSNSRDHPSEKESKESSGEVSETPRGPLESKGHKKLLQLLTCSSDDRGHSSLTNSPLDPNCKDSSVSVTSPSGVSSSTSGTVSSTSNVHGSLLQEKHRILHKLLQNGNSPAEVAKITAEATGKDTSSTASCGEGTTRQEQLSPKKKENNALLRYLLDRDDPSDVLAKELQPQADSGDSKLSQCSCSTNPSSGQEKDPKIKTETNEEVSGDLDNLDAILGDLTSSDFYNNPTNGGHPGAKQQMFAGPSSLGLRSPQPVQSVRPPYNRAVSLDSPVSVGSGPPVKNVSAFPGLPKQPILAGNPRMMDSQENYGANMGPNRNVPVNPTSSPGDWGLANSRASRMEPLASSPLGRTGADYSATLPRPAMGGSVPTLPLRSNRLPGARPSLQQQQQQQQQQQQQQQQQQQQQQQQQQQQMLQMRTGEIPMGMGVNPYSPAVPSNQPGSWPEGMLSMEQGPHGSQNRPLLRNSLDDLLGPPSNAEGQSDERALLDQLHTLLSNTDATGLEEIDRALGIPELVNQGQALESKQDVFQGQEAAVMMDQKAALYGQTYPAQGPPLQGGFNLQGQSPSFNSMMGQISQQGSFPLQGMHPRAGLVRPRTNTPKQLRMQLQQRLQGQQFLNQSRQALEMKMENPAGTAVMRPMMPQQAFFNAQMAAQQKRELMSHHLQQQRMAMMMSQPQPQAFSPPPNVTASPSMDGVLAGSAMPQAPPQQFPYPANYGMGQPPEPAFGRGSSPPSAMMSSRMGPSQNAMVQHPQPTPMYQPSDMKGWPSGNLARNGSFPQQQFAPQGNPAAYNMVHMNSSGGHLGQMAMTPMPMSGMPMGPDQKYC
IDE cell activ: IDE (human) activation, cell-based; AID 493087; 340,000 compounds, 0.073% hits; P14735; activation, % at 5.96 µM; HEK cells, FAbeta-B cleavage, fluorescence polarization; 0% vehicle, 100% cell-free pure enzyme wells;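 active means activation above the mean of all tested compounds plus 3 SD, set per screening campaign, cut at about 17% in these data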
HCV NS3 hel inh: HCV NS3 helicase inhibition. 290,000 compounds, 0.56% hits. NS3 helicase DNA unwinding, Cy5 molecular beacon fluorescence. inhibition, % at 10.9 µM. AID 1800;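 active means inhibition above the mean of all tested compounds plus 3 SD, set per campaign, cut at about 35% in these data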;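 further: 0% = DMSO wells and 100% = thioflavine S control wells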
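System: NS3 helicase fragment of HCV / Schedule: 1 h at 25 °C / Control set: DMSO alone as 0% and 110 µM thioflavine S as 100% / Reagent: Cy5/quencher beacon DNA duplex and ATP to start / Technique: Cy5 fluorescence / Replication: singlicate / Evaluation: % inhibition of end-to-start signal ratio versus controls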
VIM-2 inh: blocks Pseudomonas aeruginosa VIM-2 metallo-beta-lactamase | purified VIM-2, nitrocefin hydrolysis, epi-absorbance fluorescence | inhibition, % at 5.6 µM | 290,000 compounds, 0.89% hits;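 active means inhibition above the mean of all tested compounds plus 3 SD, cutoff set per screening run, cut at about 7.5% in these data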;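 further: red hydrolysis product quenches plate fluorescence so inhibitors raise well fluorescence; 0% = enzyme with DMSO and 100% = DMSO without enzyme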
* hit, by the source's call; . = not tested or not shown.

Values in the order – CRFBP-R2 block	UBC9 SUMO inh	IMP-1 inh	GalR3 antagonist	IDE inh	p-CIP stab down	IDE cell activ	HCV NS3 hel inh	VIM-2 inh
- COc1cccc2cc(C(=O)NCc3ccccc3Br)c(=O)oc12
    4	19	0.3	4	-6	-6	0	5	-0.1
- CCOc1cc(CNc2ccc3c(c2)OCCO3)cc(Br)c1OCC(N)=O
    -29	1	-2.1	2	3	-11	2	-14	0.8
- Cc1ccc(OCCC(=O)OCC(=O)N2CCN(S(=O)(=O)c3ccc(Cl)cc3)CC2)cc1
    -2	.	.	2	-1	.	-3	.	.
- Cc1ccc(OC(=O)c2ccc(Br)o2)cc1
    20	20	-2.3	7	4	-3	1	2	-1.7
- Cc1ccc2c(c1)cc(CN(Cc1cccnc1)C(=O)NCc1ccccc1)c1nnnn12
    15	15	-1.7	-3	-1	-5	-2	-2	-4.6
- O=C1CCC/C(=N\NC(=O)COc2ccc(Cl)cc2)C1
    0	3	-1.2	-6	-8	-4	0	5	-0.4
- CC(C)(C)c1cccc(Cn2nnc3ccccc32)c1O
    -3	.	.	1	4	.	4	.	.
- COc1cc(CCC(=O)OCC(=O)NCc2ccccc2)cc(OC)c1OC
    -8	9	-1.8	-4	6	6	8	6	-2.2
- Cc1cc2c(cc(C(=O)O)n2C)s1
    0	-4	1.5	-1	-1	-3	-3	7	-0.6
- Cc1ccc(N(CC(=O)NCc2ccc3c(c2)OCO3)C(=O)CCC(=O)Nc2ccccn2)cc1
    -3	-13	-0.5	-10	4	7	3	-2	-0.8

(next part)
Values in the order – CRFBP-R2 block	UBC9 SUMO inh	IMP-1 inh	GalR3 antagonist	IDE inh	p-CIP stab down	IDE cell activ	HCV NS3 hel inh	VIM-2 inh
- COc1ccc(NC(=O)NC(=O)c2cc(OCC(F)(F)F)ccc2OCC(F)(F)F)cc1
    -19	-10	-0.9	-6	3	-3	2	-4	-3.5
- Cc1c(C(=O)N(Cc2cccc(Br)c2)C2CCS(=O)(=O)C2)oc2ccc(F)cc12 (stereo unspecified)
    -9	2	-3.4	-5	7	-3	-5	-7	-2.3
- Cn1c(C(=O)OCC(=O)NCc2cccs2)cc2sccc21
    1	17	-1.3	-6	-1	-4	2	4	-1.5
- C#CCn1cc(Cl)cc(C(=O)Nc2ccccc2)c1=O
    -20	1	-1.6	-9	2	-17	-1	9	-0.8
- CCOC(=O)C1(Cc2cccc(F)c2)CCN(C(=O)COC)CC1
    15	10	-1.7	-5	11	0	4	5	-0.5
- Cc1ccc2nc(NC(=O)C3CCN(S(=O)(=O)c4cc([N+](=O)[O-])ccc4Cl)CC3)sc2c1
    -18	11	-1.8	2	8	-26	2	-22	-2.1
- CN(C)C(=S)NC(C)(C)C
    -6	12	-3.0	-1	9	-8	0	4	-1.4
- CCC(=O)NC(=Nc1nc2ccccc2s1)NC(=O)CC
    2	4	-2.2	-2	-2	11	2	-3	-4.2
- Cc1onc(-c2ccccc2)c1C(=O)OCC(=O)Nc1cc(S(=O)(=O)N2CCOCC2)ccc1Cl
    -2	-4	-1.7	-6	7	26	1	7	-2.5
- COc1ccc(N/C=C\C(=O)c2ccc(Br)cc2)cc1OC
    5	10	-2.8	-4	2	-12	-3	0	-3.0

Going on with the list:
Values in the order – CRFBP-R2 block	UBC9 SUMO inh	IMP-1 inh	GalR3 antagonist	IDE inh	p-CIP stab down	IDE cell activ	HCV NS3 hel inh	VIM-2 inh
- CCOc1cc(NC(=S)NCCCN2CCOCC2)c(OCC)cc1NC(=O)CC(C)C
    5	-2	-1.2	-7	6	-14	2	-11	0.0
- CC(=O)c1cn(C)c(=O)n(C)c1=O
    14	6	-3.1	-6	-2	-4	-2	4	0.6
- CN(C)NC(=S)NC1CC2CCC1C2 (stereo unspecified)
    -6	16	-4.3	-5	-2	1	-3	3	-2.0
- CC(OC(=O)Cc1n[nH]c(=O)c2ccccc12)C(=O)Nc1ccc(F)cc1 (stereo unspecified)
    -12	.	.	3	-5	.	1	.	.
- NC(=O)c1ccsc1NC(=O)CS(=O)(=O)c1ccccc1
    2	.	.	-1	-5	.	1	.	.
- CCOC(=O)C(CC(=O)c1ccccc1)CC(=O)c1ccccc1
    -1	3	-3.1	-8	.	-11	2	-6	-1.6
- Nc1nnc(SCc2ccc(F)cc2Cl)s1
    58*	-12	-1.4	.	4	2	-2	-7	-1.2
- Cc1nc(C(=O)NC2CCOCC2)sc1C1(C)CC(c2ccccc2)=NO1 (stereo unspecified)
    2	18	.	-5	2	-4	3	.	.
- O=C(C1=C[C@@H](c2ccc3c(c2)OCO3)C[C@@H](OCCCCO)O1)N1CCOCC1
    8	14	0.3	-5	1	0	3	4	-1.0
- CC1=Nc2ccccc2N=C(NC(=O)CN2CCN(c3ccc(F)cc3)CC2)C1c1ccccc1 (stereo unspecified)
    2	10	-2.9	-5	-1	-2	.	-1	-2.5

Continued.
Values in the order – CRFBP-R2 block	UBC9 SUMO inh	IMP-1 inh	GalR3 antagonist	IDE inh	p-CIP stab down	IDE cell activ	HCV NS3 hel inh	VIM-2 inh
- CCO[C@@H]1OC(C(=O)Nc2ccccc2)=C[C@H](C2CC2)[C@H]1CCCO
    -6	10	-1.4	-5	-3	-18	-6	3	-2.5
- O=C(O)C(Cc1ccccc1)N1C(=O)/C(=C/c2cccs2)SC1=S (stereo unspecified)
    9	15	-1.0	-2	.	-8	.	4	-2.0
- CCc1ccc(C(=O)Cn2ccsc2=N)cc1
    11	10	-3.0	-9	0	-1	-4	2	-1.1
- CCCC(c1nnnn1CCOC)N1CCN(C(=O)c2ccco2)CC1 (stereo unspecified)
    30	15	-0.7	1	2	-12	5	-2	-1.7
- CCC(C)NC(=O)c1cc2c(=O)n(CC)c3ccccc3c2s1 (stereo unspecified)
    13	3	-1.4	-9	4	-13	-2	0	8.0*
- CC(=O)C1=C(C)Nc2ncnn2C1c1cccc(O)c1 (stereo unspecified)
    3	-1	-2.6	-4	2	-1	1	9	-1.6
- CC(C)=CCCC(C)CN1CCC(N2CCC(C(=O)N3CCOCC3)CC2)CC1 (stereo unspecified)
    0	14	-2.0	-3	4	-5	5	-17	-0.9
- O=C(Nc1cccnc1)c1ccc(C(=O)Nc2cccnc2)cc1
    -7	10	-2.7	8	6	-10	0	0	-2.2
- CCCCC1(Cc2ccc([N+](=O)[O-])cc2)C(=O)N(c2ccccc2)N(c2ccccc2)C1=O
    11	-5	-1.8	-9	-1	-5	2	-3	1.2
- C=CCNC(=O)COC(=O)c1ccc(Sc2nncn2C)c([N+](=O)[O-])c1
    -6	5	-2.9	-9	2	-3	7	-3	-1.7

Remaining list, next part:
Values in the order – CRFBP-R2 block	UBC9 SUMO inh	IMP-1 inh	GalR3 antagonist	IDE inh	p-CIP stab down	IDE cell activ	HCV NS3 hel inh	VIM-2 inh
- CN(C)C(=O)CSc1n[nH]c(-c2ccco2)n1
    7	8	0.5	0	-4	3	2	8	1.7
- CCN(C(=O)COC(=O)c1c(C)noc1C)C1CCS(=O)(=O)C1 (stereo unspecified)
    31	13	-0.1	-3	-1	-12	7	2	0.3
- O=C1O/C(=C\C(=O)N2CCOCC2)c2ccccc21
    1	8	-3.3	-2	1	14	6	-1	-1.3
- C#CCCC/C(=C\C(=O)N(C)[C@H](C(=O)N(C)[C@H](C(=O)N(C)[C@H](C(=O)N(C)[C@H](C(N)=O)C(C)C)C(C)C)C(C)C)C(C)C)OC
    7	.	.	-4	1	.	5	.	.
- Cc1c(NC(=O)C2CC=CCC2C(=O)O)c(=O)n(-c2ccccc2)n1C (stereo unspecified)
    -6	15	-7.3	0	-1	10	11	-1	-3.4
- COc1ccccc1N1CCN(C(=O)/C=C/c2cccs2)CC1
    80*	11	-3.3	-2	-4	-9	4	-4	-3.9
- Cc1cc(NC(=O)Cc2ccccc2[N+](=O)[O-])no1
    13	-4	0.8	-8	-5	0	4	5	-0.5
- CCOC(=O)Cn1c(C)[n+](C)c2cc(Cl)c(Cl)cc21
    15	-3	-0.9	-9	-4	0	1	2	0.2
- COc1cc(Cn2nnc3ccccc32)cc(Br)c1O
    0	-5	-4.2	-7	2	-5	1	-2	-2.0
- Cc1ccc(-c2nnn(CC(=O)N(c3ccccc3)C(C(=O)NCC3CCCO3)c3ccc(F)cc3)n2)o1 (stereo unspecified)
    14	35	-0.9	-2	1	-6	4	-2	-2.5

The results go on:
Values in the order – CRFBP-R2 block	UBC9 SUMO inh	IMP-1 inh	GalR3 antagonist	IDE inh	p-CIP stab down	IDE cell activ	HCV NS3 hel inh	VIM-2 inh
- Cc1ccc(-n2c(SCc3cn4ccsc4n3)nc3ccccc3c2=O)cc1
    -17	14	-0.9	-4	-1	-2	7	-21	-2.6
- CC(C)Oc1cc(O)c2c(=O)c(-c3ccc(O)cc3)coc2c1
    9	-26	-2.9	-1	-2	-5	5	-9	-0.6
- COc1ccc(Cc2nnc(NC(=O)c3ccccc3C)s2)cc1
    -43	-1	-1.8	-3	2	-7	-1	-9	-1.2
- Cc1ccccc1-c1cc2nc(-c3ccc([N+](=O)[O-])cc3)cc(=O)n2[nH]1
    71*	11	-2.9	-6	-2	-18	3	4	-3.1
